Fh CTSL1 inh – cathepsin L1 inhibition, PFM18AAP counter-screen; recombinant F. hepatica cathepsin L1, Z-Leu-Arg-MCA fluorescence; 300,000 compounds, 0.49% hits; AID 1906; inhibition, % at 5.96 µM;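 active = inhibition above the mean of all tested compounds plus 3 SD, set per screening campaign, cut at about 17% in these data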;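 also: 0% = plate median of test compound wells and 100% = 1 µM Z-Phe-Ala-diazomethylketone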
Efflux pump mplx – antifungal efflux pump inhibition, Nile Red retention; S. cerevisiae Candida pump triplex; inhibition, % at 10 µM; 330,000 compounds, 0.44% hits;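 active = plate passing quality check with inhibition over a set limit, or well fluorescence over plate mean plus 4 SD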;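 also: Nile Red retained in pooled yeast measured as flow cytometry median fluorescence; 0% = buffer negative control and 100% = Enniatin B positive control; higher means more Nile Red kept so more efflux inhibition; some compounds called inactive have numbers as strong as hits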
core dimer inh – blocks dimerization of HCV core protein; TR-FRET GST/Flag-core106 dimerization, 1536-well; inhibition, % at 5 µM; 300,000 compounds, 0.33% hits;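 active = inhibition above the mean of all tested compounds plus 3 SD, set per screening campaign, cut at about 45% in these data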
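assay system = GST-tagged and Flag-tagged HCV core protein residues 1-106 | controls = unlabelled core106 and no-GST-core106 wells | incubation = compound-protein-antibody incubation 4 h at 22.5 °C | probe or stimulus = Eu donor and XL665 acceptor anti-tag antibodies | read-out = % inhibition based on acceptor/donor emission ratio | signal = TR-FRET 671 and 617 nm emission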
TPT1 inh – C. albicans TPT1 enzyme inhibition; 300,000 compounds, 0.81% hits; AID 1962; inhibition, % at 5 µM; recombinant caTPT1, FP RNA substrate dephosphorylation;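 active = inhibition above the mean of all tested compounds plus 3 SD, set per screening campaign, cut at about 24% in these data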;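 also: plate controls were DMSO alone for no effect and ferristatin control at 100 nM for full effect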
PP5 inh – PP5 (human) phosphatase inhibition; purified PP5c, OMFP substrate fluorescence; inhibition, % at 6.7 µM; 320,000 compounds, 0.18% hits; AID 1987;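 active = inhibition above the campaign's mean inhibition across all tested compounds plus 3 SD, cut at about 9.5% in these data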;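 also: 0% = DMSO only and 100% = 100 µM cantharidin control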
procasp3 activ – procaspase-3 (human) activation | AID 463141 | P42574 | activation, % at 8.5 µM | 330,000 compounds, 0.11% hits | recombinant procaspase-3 D3A, Ac-DEVD-pNA absorbance 405 nm;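 active = activation above the mean of all tested compounds plus 3 SD, cut at about 21% in these data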;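 also: 0% = DMSO alone and 100% = DMSO wells spiked with extra 5 µM PC-3 D3A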
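Compound: 8.5 µM single point, 0.8% DMSO / Material: Autoprocessing-dead procaspase-3 D3A mutant enzyme / Timing: 1 h preincubation plus 2 h reaction at 25 °C / Medium: Zinc-free HEPES/NaCl buffer with 0.01% Triton X-100 at pH 7.4 / Technique: 405 nm absorbance of p-nitroaniline, reads at 0 and 120 min / Repeats: one well per compound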
PP1 counter – counter-screen for PP5 inhibitors: inhibitors of human PP1-alpha. inhibition, % at 6.7 µM. 320,000 compounds, 0.9% hits. purified PP1alpha, OMFP fluorescence;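 active = inhibition above the mean inhibition of all tested compounds plus 3 SD, computed separately for each screening campaign, cut at about 15% in these data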
procasp7 counter – counter-screen: procaspase-7 (human) activation | P55210 | recombinant procaspase-7, Ac-DEVD-pNA absorbance 405 nm; D23A/D198A/D206A triple mutant, cannot self-cleave; scale: DMSO 0, 5 µM enzyme 100 | activation, % at 8.5 µM | 330,000 compounds, 0.093% hits;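 active = percent activation above the screen-wide mean plus 3 SD, cut at about 25% in these data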
Target sequence (P55210 whole entry D23A/D198A/D206A): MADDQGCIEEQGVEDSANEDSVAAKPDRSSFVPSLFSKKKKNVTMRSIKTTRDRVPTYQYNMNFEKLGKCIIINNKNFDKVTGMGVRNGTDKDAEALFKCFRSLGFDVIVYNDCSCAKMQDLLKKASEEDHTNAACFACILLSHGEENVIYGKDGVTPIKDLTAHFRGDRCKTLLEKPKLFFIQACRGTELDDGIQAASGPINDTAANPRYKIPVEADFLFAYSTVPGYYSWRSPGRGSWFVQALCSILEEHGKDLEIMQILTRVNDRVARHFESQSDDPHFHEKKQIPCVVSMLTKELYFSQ
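Detection: p-Nitroaniline absorbance at 405 nm, read at 0 and 120 min; system: Uncleavable procaspase-7 mutant enzyme; evaluation: % activation from two-timepoint absorbance difference, scaled to controls; times: 1 h enzyme–compound preincubation and 2 h substrate reaction, both 25 °C; buffer or medium: Zinc-free HEPES pH 7.4 with 300 mM NaCl, 0.01% Triton X-100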
GASC-1 inh – human JMJD2C demethylase inhibition; inhibition, % at 2.35 µM; GST-JMJD2C(1-420) H3K9me3 demethylation, DELFIA europium; 330,000 compounds, 0.069% hits; Q9H3R0;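 active = more than half of a compound's replicate wells show inhibition beyond 50%, single wells judged on their own value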;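 also: signal counts dimethyl H3K9 product captured on neutravidin plate; 0% = median of DMSO wells and 100% = 0.3 times that DMSO median; strong numbers were not always called active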
Target sequence (Q9H3R0 1-420 limits assumed): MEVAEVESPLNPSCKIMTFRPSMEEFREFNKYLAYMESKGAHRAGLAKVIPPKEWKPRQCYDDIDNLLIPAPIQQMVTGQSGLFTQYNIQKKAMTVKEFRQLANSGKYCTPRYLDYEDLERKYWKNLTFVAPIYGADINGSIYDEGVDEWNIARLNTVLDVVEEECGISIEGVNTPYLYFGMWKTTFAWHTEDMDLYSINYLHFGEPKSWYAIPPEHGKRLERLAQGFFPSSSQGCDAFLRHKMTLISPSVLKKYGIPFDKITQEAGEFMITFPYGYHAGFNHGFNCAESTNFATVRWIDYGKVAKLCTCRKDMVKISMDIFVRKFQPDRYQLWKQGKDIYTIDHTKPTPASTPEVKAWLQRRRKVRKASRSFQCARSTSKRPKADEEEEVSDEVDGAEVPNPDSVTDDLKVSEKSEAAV
* marks the source's active call; other numbers are inactive results; . = not tested or not shown.

1: CC(=O)Nc1ccc(SC[C@H](CC(C)C)N2CCN(CC(C)C)CCC2=O)cc1
2: O=c1oc(-c2ccccc2F)nc2scc(-c3ccccc3)c12
3: CCN(CC)S(=O)(=O)c1ccc(N2CCOCC2)c(NCC(=O)Nc2ccc(F)cc2)c1
4: CCCCn1c(N)c(N(Cc2ccccc2OC)C(=O)COc2ccccc2C#N)c(=O)[nH]c1=O
5: CCOc1cc(C2C3=C(CC(C)(C)CC3=O)N(CCCOC)C3=C2C(=O)CC(C)(C)C3)ccc1OC
6: O=C(COC(=O)C1CCCCC1)Nc1cccc(Br)c1
Compound	1	2	3	4	5	6
Fh CTSL1 inh	2	-1	-3	-1	-2	.
Efflux pump mplx	-0.2	-0.1	-0.3	0.0	0.0	0.3
core dimer inh	-16	15	2	-2	2	.
TPT1 inh	-6	1	1	1	1	.
PP5 inh	-0.3	-2.3	2.6	0.6	-2.0	4.3
procasp3 activ	-9	-3	6	-3	4	9
PP1 counter	-3	-6	-1	1	-1	0
procasp7 counter	-15	3	0	3	-11	-3
GASC-1 inh	2	-3	-9	-5	-5	4

As entered above.
PP1 counter, entry 2 reads -6
PP1 counter, entry 5 reads -1
procasp7 counter, entry 4 reads 3
TPT1 inh, entry 3 reads 1

Returning to the listing with the two entries that preceded the break.
5: CCOc1cc(C2C3=C(CC(C)(C)CC3=O)N(CCCOC)C3=C2C(=O)CC(C)(C)C3)ccc1OC
6: O=C(COC(=O)C1CCCCC1)Nc1cccc(Br)c1
7: CCC(C)C(N)C(=O)NC(CCC(=O)OCc1ccccc1)C(N)=O (stereo not given)
8: COc1ccc(C(CNC(=O)CCNC(=O)c2ccc(Br)cc2)N2CCOCC2)cc1 (stereo not given)
9: COc1ccc(C(=O)NCCCNC(=O)c2ccccn2)cc1
10: Nc1nc(CCl)nc(Nc2ccccc2)n1
11: Cc1cc(C)cc(C(=O)NC(CC(N)=O)c2ccc(N3CCCCCC3)c([N+](=O)[O-])c2)c1 (stereo not given)
12: Cn1c(=O)cc(Nc2ccc(Cl)cc2)[nH]c1=O
Compound	5	6	7	8	9	10	11	12
Fh CTSL1 inh	-2	.	1	-5	-1	-2	4	4
Efflux pump mplx	0.0	0.3	-0.1	0.2	0.4	-0.1	0.0	0.1
core dimer inh	2	.	4	-1	-5	0	-20	7
TPT1 inh	1	.	3	0	0	-1	1	-1
PP5 inh	-2.0	4.3	2.2	0.8	-2.1	-0.3	-4.2	-0.8
procasp3 activ	4	9	7	4	5	5	-3	0
PP1 counter	-1	0	-1	-4	-7	0	6	-2
procasp7 counter	-11	-3	2	2	12	-5	5	0
GASC-1 inh	-5	4	20	0	6	13	-28	-22

Reprinted from the part before: 4 entries, then new ones.
9: COc1ccc(C(=O)NCCCNC(=O)c2ccccn2)cc1
10: Nc1nc(CCl)nc(Nc2ccccc2)n1
11: Cc1cc(C)cc(C(=O)NC(CC(N)=O)c2ccc(N3CCCCCC3)c([N+](=O)[O-])c2)c1 (stereo not given)
12: Cn1c(=O)cc(Nc2ccc(Cl)cc2)[nH]c1=O
13: Cc1ccccc1CSc1nnc(C)c(=O)n1N
14: O=C(Nc1ccc(N2CCOCC2)cc1)c1ccc(Cl)c(S(=O)(=O)N2CCCCC2)c1
15: Cc1ccc(C(=O)NCCCNCCCNC(=O)c2ccc(C)nc2)cn1
16: COc1ccccc1N1CCN(C2CCCN(C(=O)CCn3cncn3)C2)CC1 (stereo not given)
17: O=C(NC(=S)NCC1CCCO1)c1ccccc1F (stereo not given)
18: CCOc1cc2[nH]c(=S)n(Cc3ccc(C(=O)N4CCN(C)CC4)cc3)c(=O)c2cc1OCC
Compound	9	10	11	12	13	14	15	16	17	18
Fh CTSL1 inh	-1	-2	4	4	-1	.	0	1	2	4
Efflux pump mplx	0.4	-0.1	0.0	0.1	0.0	-0.1	0.0	-0.2	0.1	-0.1
core dimer inh	-5	0	-20	7	-3	.	0	-11	-2	-18
TPT1 inh	0	-1	1	-1	5	.	2	-1	0	-7
PP5 inh	-2.1	-0.3	-4.2	-0.8	-0.4	-0.2	-0.9	-1.1	3.3	0.5
procasp3 activ	5	5	-3	0	7	-6	2	7	8	1
PP1 counter	-7	0	6	-2	-7	-2	-5	-1	-3	5
procasp7 counter	12	-5	5	0	3	0	-2	0	-3	-1
GASC-1 inh	6	13	-28	-22	2	-2	-13	-10	-12	-4

19: COCC1CCN(C(=O)c2ccc(OC3CCN(Cc4ccccn4)CC3)cc2)C1 (stereo not given)
20: COc1ccccc1C(=O)NC(=O)COC(=O)c1ccc([N+](=O)[O-])cc1Cl
21: COc1ccc(CCN(C)C(=O)c2cc(S(=O)(=O)N3CCCCC3)ccc2Cl)cc1OC
22: Cc1ccc(C(=O)N/C(=C/c2cccs2)C(=O)NCCCn2ccnc2)cc1
23: Cc1ccccc1NC(=O)c1ccc(F)c(S(=O)(=O)N2CCN(c3ccccn3)CC2)c1
24: COC(=O)Cc1ccc(NC(=O)c2ccc3c(c2)C(=O)N(CC2CCCO2)C3=O)cc1 (stereo not given)
Compound	19	20	21	22	23	24
Fh CTSL1 inh	1	-3	1	7	1	0
Efflux pump mplx	0.1	0.0	0.0	-0.1	-0.1	-0.1
core dimer inh	9	-1	0	6	1	1
TPT1 inh	-4	-1	0	0	-1	-1
PP5 inh	-2.1	0.2	-0.6	-1.6	1.5	-0.7
procasp3 activ	-8	6	5	-1	-4	4
PP1 counter	-2	-8	-3	-3	-2	-3
procasp7 counter	0	2	-2	7	3	10
GASC-1 inh	2	5	1	-5	-5	-1

25: COc1ccc(-c2nn(CCC#N)cc2C(=O)Nc2ccccn2)cc1OC
26: COc1ccc(CCN(C)C(=O)/C=C/c2c(Cl)nc3ccccn23)cc1OC
27: CCOc1ccc(S(=O)(=O)NCCC(=O)NCC(c2ccc(OC)cc2)N2CCCC2)cc1 (stereo not given)
28: Cc1noc(C)c1COc1cccc(C(=O)N(C)Cc2nc3ccccc3c(=O)[nH]2)c1
Compound	25	26	27	28
Fh CTSL1 inh	1	-2	.	.
Efflux pump mplx	0.1	-0.1	0.2	0.1
core dimer inh	-4	3	.	.
TPT1 inh	-3	1	.	.
PP5 inh	2.9	-1.9	0.6	-0.9
procasp3 activ	-1	0	1	-2
PP1 counter	-2	-3	-1	0
procasp7 counter	4	10	-9	-6
GASC-1 inh	17	-9	.	-6

Exported with values under each structure: two of the compounds above.
Below each compound – Fh CTSL1 inh | Efflux pump mplx | core dimer inh | TPT1 inh | PP5 inh | procasp3 activ | PP1 counter | procasp7 counter | GASC-1 inh
16) COc1ccccc1N1CCN(C2CCCN(C(=O)CCn3cncn3)C2)CC1 (stereo not given)
 : 1 | -0.2 | -11 | -1 | -1.1 | 7 | -1 | 0 | -10
17) O=C(NC(=S)NCC1CCCO1)c1ccccc1F (stereo not given)
 : 2 | 0.1 | -2 | 0 | 3.3 | 8 | -3 | -3 | -12

The order is random. About 2.9% of those tested had a hit in this group.
